# AP ELISA ortho: alternative complement pathway inhibitors, primary screen, biochemical, ELISA, human serum, orthogonally pooled compounds | AID 1235, 2008 | LPS-coated ELISA, C3 deposition; tested in compound mixtures | inhibition, % at 5 µM | 0.08% of 62,000 active;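 active = inhibition above 30% in each of the two pooled mixtures holding the compound, so the lower value exceeds 30%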;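 also: 0% = serum in Mg-EGTA without compound and 100% = EDTA serum blank; some compounds past the cut are filed as inactive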
#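 Assay system: Human serum alternative complement pathway, C3 deposition on LPS-coated wells | Incubation: 1 h serum-compound exposure at 37 °C | Doses: 5 µM per compound in ten-compound mixtures | Read-out: Percent inhibition | Technique: ELISA with HRP anti-human C3 antibody, TMB substrate, absorbance 450 nm | Replication: Two pool placements per compound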
# Hsp90 block: tumor Hsp90 inhibitors, primary screen, cell lysate, fluorescence polarization, NCI-N417 lysate; Heat shock protein HSP 90-alpha (Homo sapiens), P07900; Cy3B-geldanamycin FP displacement; inhibition, % at 30 µM; 0.35% of 64,000 active; AID 429, 2006;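 active = inhibition above 50%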;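 also: 0% = tracer plus lysate wells and 100% = tracer alone without lysate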
# JNK3 inh: JNK3 kinase activity inhibitors, primary screen, biochemical, human, purified enzyme | Mitogen-activated protein kinase 10 (Homo sapiens), P53779 | HTS | inhibition, % at 8 µM | 0.61% of 60,000 active; in the data active = inhibition above about 17%;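 also: 0% = DMSO and 100% = reference inhibitor; many of its hits are not listed in these tables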
# FXIa mix inh: FXIa protease inhibitors in compound pools, primary screen, biochemical, 10-compound mixtures. Coagulation factor XI (Homo sapiens), P03951. purified FXIa, fluorogenic substrate, pooled mixtures. inhibition, % at 5 µM. 0.19% of 62,000 active. AID 680, 2007;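 also: each value is inhibition by a whole ten-compound pool holding the compound; 0% = enzyme with no mixture and 100% = wells lacking enzyme; strong numbers were not always called active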
# Target sequence (P03951 19-387 limits assumed): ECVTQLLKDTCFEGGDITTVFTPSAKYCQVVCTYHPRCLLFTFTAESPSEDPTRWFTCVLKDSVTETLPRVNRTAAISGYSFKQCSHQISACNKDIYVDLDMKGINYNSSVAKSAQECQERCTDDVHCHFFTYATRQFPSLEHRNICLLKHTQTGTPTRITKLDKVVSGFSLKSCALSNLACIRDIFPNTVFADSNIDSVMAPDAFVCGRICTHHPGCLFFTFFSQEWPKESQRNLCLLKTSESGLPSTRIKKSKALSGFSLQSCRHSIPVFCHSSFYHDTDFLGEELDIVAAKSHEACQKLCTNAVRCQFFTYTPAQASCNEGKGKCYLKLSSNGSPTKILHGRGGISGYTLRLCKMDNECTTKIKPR
# Target sequence (P03951 388-625 limits assumed): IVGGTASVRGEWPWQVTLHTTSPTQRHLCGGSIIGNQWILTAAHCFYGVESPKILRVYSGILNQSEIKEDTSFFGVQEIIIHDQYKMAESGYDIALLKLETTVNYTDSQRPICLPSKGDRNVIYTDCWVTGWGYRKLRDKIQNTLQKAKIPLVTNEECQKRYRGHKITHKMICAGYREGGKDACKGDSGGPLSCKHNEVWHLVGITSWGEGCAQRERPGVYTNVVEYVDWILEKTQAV
# FXIIa inh mix: human factor XIIa inhibitors, primary screen, biochemical, pooled compound mixtures, fluorogenic substrate. inhibition, % at 5 µM. purified FXIIa. 0.2% of 62,000 active. Coagulation factor XII (Homo sapiens), P00748. AID 684, 2007;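 also: 0% = enzyme without compound and 100% = no enzyme blank; some results filed as inactive read as strong as hits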
# DUSP1 inh: MKP-1 phosphatase inhibitors, primary screen, biochemical, in vitro. recombinant MKP-1, OMFP hydrolysis fluorescence. inhibition, %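 (compounds tested at a single concentration somewhere between 10 and 100 µM)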. 0.15% of 65,000 active;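 active = inhibition above about 50%, limit read from the data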;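 also: 0% = DMSO max control wells and 100% = wells with enzyme stopped by NaOH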
# Target sequence (P28562 whole entry, looked up): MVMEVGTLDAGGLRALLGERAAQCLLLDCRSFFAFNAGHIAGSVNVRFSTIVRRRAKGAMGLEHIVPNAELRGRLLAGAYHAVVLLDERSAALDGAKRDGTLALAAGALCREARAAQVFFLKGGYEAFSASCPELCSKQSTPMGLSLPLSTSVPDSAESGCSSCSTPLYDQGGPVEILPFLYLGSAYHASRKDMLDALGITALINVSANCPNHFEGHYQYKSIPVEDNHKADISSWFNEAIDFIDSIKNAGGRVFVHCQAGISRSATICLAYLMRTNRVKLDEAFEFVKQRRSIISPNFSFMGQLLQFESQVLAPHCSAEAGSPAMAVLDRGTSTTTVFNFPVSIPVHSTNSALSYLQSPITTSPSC
# Cdc25B inh: inhibitors of Cdc25B phosphatase catalytic domain, primary screen, biochemical, OMFP fluorescence | recombinant Cdc25B, OMFP fluorescence Ex485/Em525 | inhibition, %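 (compounds tested at 10 µM final in the well)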 | 0.1% of 65,000 active | M-phase inducer phosphatase 2 (Homo sapiens), P30305; in the data active = inhibition above about 50%
# Abs 340nm: compound light absorbance at 340 nm, profiling panel, artefact control, biochemical, MLSMR library, data from PS, PMK, MK assays; compound absorbance at 340 nm, fold over control; fold change at 10 µM; 65,000 tested, under 10 active;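 active = at 10 µM dose, initial 340 nm absorbance at least 2 fold that of control wells; inactive = change under 2 fold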;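 also: initial absorbance extrapolated from kinetic A340 decline of NADH oxidation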
# MMP-13 inhibitor: human MMP13 inhibitors, primary screen, biochemical, FRET peptide cleavage | MMP-13 fTHP FRET cleavage, Mca fluorescence | inhibition, % at 4 µM | 0.07% of 65,000 active;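 active = inhibition above the mean of compound-free control plate wells plus 3 SD, cut at about 14% in these data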;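 also: 0% = DMSO wells and 100% = wells with reference MMP-13 inhibitor after basal subtraction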
# The depositor's hits bear a star; nt = not tested or not shown; [ ] = another dose, or the depositor's remark. Rule as the data show it, unless noted: active = inhibition above about 20% (passing the limit was not always enough); inactive = the rest.
SMILES,AP ELISA ortho,Hsp90 block,JNK3 inh,FXIa mix inh,FXIIa inh mix,DUSP1 inh,Cdc25B inh,Abs 340nm,MMP-13 inhibitor
COc1ccc(CCNC(=O)C2CCCN(C(=O)N(C)C)C2)c(OC)c1 (stereo not given),4,-2,1,11,3,8,-5,0.99,2
CCN(CC)C(=O)CSc1nnc(-n2nc(C)cc2C)c2ccccc12,14,-3,4,-7,12,14,-17,0.99,2
Cn1c(=O)c2c(ncn2Cc2cc(-c3ccccc3)no2)n(C)c1=O,10,-1,-4,1,5,4,-16,1,2
O=C(CN1C(=O)COc2ccccc21)NCCCN1CCc2ccccc2C1,5,-1,1,18,3,1,-7,0.98,-4
Cc1nnc2n(-c3ccccc3)c(=O)c3c4c(sc3n12)COC(C(C)C)C4 (stereo not given),nt,-2,11,nt,nt,-16,-35,1,1
CC1CCc2cc(F)cc3c(O)c(C(=O)Nc4cnccn4)c(=O)n1c23 (stereo not given),-13,1,5,10,8,-18,-35,0.99,4
Cc1ccc2[nH]c(=O)c(-c3nc4c(C)cccn4c3NCc3ccco3)cc2c1,-23,-4,0,4,0,0,-6,1.1,-1
O=C(NCCN1CCN(c2ccccc2)CC1)c1ccc(NC(=O)C2CCCO2)cc1 (stereo not given),-6,-5,nt,1,-15,6,-16,1,5
O=C(NCCN1C(=O)C2C3C=CC(C3)C2C1=O)NCc1ccccc1 (stereo not given),9,-2,0,0,-6,-2,-19,1,-5
Cc1ccc(-c2nn3c(C)nnc3s2)cc1NC(=O)C(C)C,16,-2,2,9,6,8,4,1,1
O=C(Nc1c(C(=O)NCc2ccco2)cnn1-c1ccccc1)c1ccc(F)cc1,9,-2,-1,10,3,-4,2,1.1,1
CC(C)N(Cc1cc2ccccc2[nH]c1=O)C(=O)c1cccnc1,-8,-1,2,4,12,-11,2,1,-7
COc1ccc(N(CC(=O)Nc2cc(C(=O)O)ccc2C)S(=O)(=O)c2c(C)noc2C)cc1,5,-1,-9,4,-19,-2,22,0.99,3
COc1cccc(CNC(=O)Cn2cccc2)c1,0,-4,0,-3,5,4,-4,0.98,0
CCC/C(=C1/C(=O)CC(C)(C)C(C(=O)OC)C1=O)N1CCCC1 (stereo not given),5,-5,3,-3,-15,8,-12,1,5
Cc1cc(C)nc(N2CCC(C(=O)O)CC2)n1,3,-1,0,-9,-16,-3,7,0.99,-7
O=C1c2oc3ccc(Cl)cc3c(=O)c2C(c2cccc(Br)c2)N1CCO (stereo not given),20,2,4,7,-1,16,11,0.99,-2
O=C(C1CCCN1S(=O)(=O)c1ccc(Cl)c(Cl)c1)N1CCOCC1 (stereo not given),-4,-1,-5,-9,-5,-18,-8,1,1
NS(=O)(=O)c1ccc(NC(=O)COC(=O)CSc2n[nH]c(-c3ccccc3)n2)cc1,3,-2,0,11,9,3,-14,1,-4
COCCn1c(SCc2ccc(C(=O)OC)o2)nnc1-c1c[nH]c2ccccc12,18,-2,-3,-9,-14,0,-16,1,-5
Cc1cc(C)n2nc3nc(N4CCCCC4)nc(-c4ccco4)c3c2n1,12,-5,4,6,13,44,8,1,-12
CC1(C)NC(=O)N(CC(O)CN2C(=O)NC(C)(C)C2=O)C1=O,7,-3,-8,10,-20,-23,-14,0.99,-1
Cc1occc1-c1nnc(SCC(=O)Nc2ccccc2-c2ccccc2)n1C,-24,-2,-1,-6,1,23,-4,1,3
Cc1ccc(-c2nn[nH]n2)cc1,4,-2,5,-2,-14,-7,-2,1,-9
O=S(=O)(c1ccc(Br)s1)n1cccn1,4,1,-8,4,3,1,-7,1,7

# (listing goes on)
SMILES,AP ELISA ortho,Hsp90 block,JNK3 inh,FXIa mix inh,FXIIa inh mix,DUSP1 inh,Cdc25B inh,Abs 340nm,MMP-13 inhibitor
O=C(CSc1nnc(-c2ccccc2)n1Cc1ccccc1)NC1CC1,-4,-2,-1,0,7,5,-6,1,-3
CN1C(=O)c2c(sc3c2CC(C)(C)SC3)N2CCN=C12,35*,-4,-7,0,-11,29,-15,1.1,-9
CCn1c(SCc2cccnc2)nc2c1c(=O)n(C)c(=O)n2C,5,-3,1,-10,8,5,-11,0.98,3
N#Cc1c2n(c3c(=O)n(CC(=O)c4ccc(Br)cc4)cnc13)CCCC2,3,-3,-4,4,4,18,8,1,1
CN(C)CCCN1C(=O)C(=O)/C(=C(/O)c2ccc3c(c2)OCO3)C1c1ccco1 (stereo not given),-13,-3,0,-2,4,3,-9,1,3
CCN1CCN(C(c2cccs2)C(C)NC(=O)c2c(F)cccc2F)CC1 (stereo not given),4,-2,0,4,4,9,-22,1,-2
Cc1ccc(-c2noc(CCC(=O)NCCN3CCc4ccccc4C3)n2)cc1,-11,-5,5,-2,6,4,-26,1,4
COC(=O)c1ccc(CSc2ccc3nnc(-c4cccnc4)n3n2)o1,24,-2,2,6,8,17,7,1.1,6
Cn1c(=O)c2cc(S(=O)(=O)NCCC(=O)NCC3CCCO3)ccc2n(C)c1=O (stereo not given),-1,6,5,18,6,-5,4,0.98,-4
COc1ccc(C2C3C(=O)N(Cc4ccccc4)C(=O)C3ON2c2ccccc2)c(OC)c1OC (stereo not given),-9,1,9,14,-16,-4,-1,0.99,0
CCOc1ccc(NC(=O)c2ccccc2OC)cc1,8,2,0,5,11,1,-2,0.99,-3
Cc1ccc(NC(=O)C2CCN(S(=O)(=O)c3c(C)n[nH]c3C)CC2)nc1,3,-4,-3,15,19,10,-10,0.97,1
Cc1cc(N2CCOCC2)n2nc(C)c(-c3ccccc3)c2n1,16,-5,-4,-4,-4,-5,9,1.1,3
CC1CC(C(F)(F)F)n2ncnc2N1 (stereo not given),nt,3,1,nt,nt,-7,-21,1,2
O=c1[nH]c2cc3c(cc2cc1CN(CC1CCCO1)S(=O)(=O)c1ccccc1)OCCO3 (stereo not given),-17,-2,-5,0,0,-8,2,1.1,-29
CCOC(=O)C1C(=O)NC(N2CCCCC2)=NC1c1ccccc1 (stereo not given),7,0,-2,6,-1,-1,-8,1,2
Cc1ccc(NCc2nnc(SCC(=O)N3CCCc4ccccc43)o2)c(C)c1,-13,-9,-6,4,3,13,2,1,4
COC(=O)CSc1nc(NCC(C)C)nc(N2CCOCC2)n1,-2,1,-3,7,1,-7,2,1.1,-2
Cc1ccc(-c2csc(N(CCCN3CCOCC3)C(=O)c3ccco3)n2)cc1,-6,-2,6,8,-18,16,-15,1.1,-3
COC(=O)c1ccc(NC(=O)CN2CCOCC2)cc1,0,-3,5,2,2,-17,-1,1,-1
Cc1cc(C)n(C(=O)CCCC(=O)n2nc(C)cc2C)n1,6,nt,nt,6,10,10,-11,1,4
Cc1cc(Cl)c(S(=O)(=O)N2CC(C)OC(C)C2)cc1OCC(N)=O (stereo not given),8,-2,5,3,5,5,-14,1,-1
COCCN1C(=O)c2ccccc2C(C(=O)NCCCN2CCCC2=O)C1c1c[nH]c2ccccc12 (stereo not given),-1,-2,5,2,-24,-16,-6,1,3
O=C(O)CCCC(=O)Nc1ccccc1C(=O)N1CCCC1,6,-5,3,3,14,-9,-12,1,-1
Cn1nnnc1SCCNCc1ccncc1,-3,-3,1,6,-4,8,9,0.99,1

# The list goes on.
SMILES,AP ELISA ortho,Hsp90 block,JNK3 inh,FXIa mix inh,FXIIa inh mix,DUSP1 inh,Cdc25B inh,Abs 340nm,MMP-13 inhibitor
CCCn1c(Nc2nc3ccccc3n2C)nc2ccccc21,12,0,6,9,6,22,2,1.2,-13
COc1ccc(-c2oc3ncnc(NCCN4CCOCC4)c3c2-c2ccc(OC)cc2)cc1,6,1,6,1,5,8,-4,1.1,-70[fluorescence artefact?]
Cc1ccc(S(=O)(=O)CC2CSc3nc(N)cc(=O)n32)cc1 (stereo not given),-5,-3,1,8,-10,2,0,1,-10
CN1CCN(c2ccc(Cl)cc2NC(=O)C2COc3ccccc3O2)CC1 (stereo not given),15,nt,nt,-3,-21,10,-15,1,1
COc1cccc(OC)c1NC(=O)C1CCCN1C(=O)NCc1ccccc1 (stereo not given),5,1,-3,9,4,-5,-8,0.98,-6
Cc1nn(-c2ccccn2)c2nc(-c3cccs3)cc(C(=O)N3CCOCC3)c12,1,-6,-2,-11,1,-2,-11,1.2,-215[fluorescence artefact?]
Cc1ccc(N2CCN(CC3CC=CCC3)CC2)cc1 (stereo not given),-11,0,-7,4,6,5,-2,1,-1
CCn1c(SCC(=O)N2CCOCC2)nc2sc3c(c2c1=O)CCCC3,nt,-3,-9,nt,nt,-16,-41,1.1,2
CCOC(=O)N1CCN(C(=O)CSCc2nc(-c3ccccc3C)oc2C)CC1,-1,-4,7,9,1,5,-14,1,2
COc1ccc(-c2ccc(-c3nnn(CC(=O)N4CCOCC4)n3)cc2)cc1,5,0,3,11,5,9,-11,0.99,-14
CC1CCCN(C(C(=O)Nc2ccc3c(c2)OCCO3)c2ccccc2)C1 (stereo not given),8,-3,2,-6,0,-12,-7,0.98,-2
CC(C)(C)c1cc(CN2CCN(CCC#N)CC2)cc(C(C)(C)C)c1O,-7,-1,0,-38,-2,2,-4,1,0
O=C(CN1C(=O)CSC1=O)Nc1ccccc1F,-1,-2,2,-6,3,-1,4,0.98,3
CCSC(=Nc1ccccc1)C1=C(O)COC1=O,3,-1,6,1,7,-18,5,1,0
COc1ccc(C(=O)CN2C(=O)c3ccccc3C2=O)c(OC)c1C,18,-4,-6,-1,3,20,-8,1,-1
COc1ccc(Cl)c(NC(=O)NCCN2CCN(c3ccccc3)CC2)c1,9,-3,-3,13,0,-4,-8,1,0
COc1ccc(-c2nnc(NC(=O)c3ccc(S(=O)(=O)N4CCCc5ccccc54)cc3)o2)cc1,27,1,-7,4,8,34,18,1.1,-5
O=C(Nc1ccc(NC(=O)C2CC2)nc1)c1cccnc1,4,0,3,1,4,2,1,1,-2
Cn1c(=O)oc2cc(S(=O)(=O)NCCc3ccccc3)ccc21,2,-3,-1,0,10,8,-6,1,-2
O=C(Nc1cccc(-c2cn3ccccc3n2)c1)c1cnccn1,9,0,nt,7,-13,-6,-2,1.1,4
CCOc1ccccc1N(CC(=O)NC1CCCCC1)C(=O)CCCC(=O)Nc1ccccn1,12,-1,1,3,8,10,-11,0.99,0
Cc1nc2ccc(-c3ccccc3)cc2o1,-13,0,7,-19,-2,-6,-13,1,3
O=C(COc1ccccc1)N1CCN(C(=O)Cc2ccccc2)CC1,7,-1,1,6,2,11,-13,1,1
CCSc1nnc(NC(=O)C(C(F)(F)F)C(F)(F)F)s1,nt,2,3,nt,nt,-13,-26,1,5
Cc1noc(C)c1CSc1nc2ccccc2nc1NS(=O)(=O)c1ccc(Cl)cc1,-11,-2,4,18,0,32,9,1.1,2
c1ccc2c(NCC3CCCO3)nc(-c3ccncc3)nc2c1 (stereo not given),nt,-2,-2,nt,nt,-23,1,1.1,1

# Structural class: the compounds so far containing a cyano group (two)
SMILES,AP ELISA ortho,Hsp90 block,JNK3 inh,FXIa mix inh,FXIIa inh mix,DUSP1 inh,Cdc25B inh,Abs 340nm,MMP-13 inhibitor
N#Cc1c2n(c3c(=O)n(CC(=O)c4ccc(Br)cc4)cnc13)CCCC2,3,-3,-4,4,4,18,8,1,1
CC(C)(C)c1cc(CN2CCN(CCC#N)CC2)cc(C(C)(C)C)c1O,-7,-1,0,-38,-2,2,-4,1,0
